hiPSC survival = hiPSC single-cell survival enhancement. ATPlite luminescence; 100% = ROCK inhibitor wells, 0% = DMSO. actives 0.044% (n = 360,000). survival enhancement, % at 20 µM; in the data active means survival enhancement above about 18%;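 further: cells exposed to compounds for 16 hours before the ATP read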
Cardio protect = protects H9c2 cardiomyocytes from peroxide injury | H2O2 injury protection, ATPLite, 2 h | protection from H2O2 cell death, % at 20 µM | actives 0.63% (n = 360,000) | AID 588492;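 active means compounds giving at least 50% protection of heart cells from peroxide-induced death in the single-dose screen, raw or plate-pattern-corrected value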;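 further: 0% = DMSO wells with peroxide and 100% = DMSO wells without peroxide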
Vif imaging = blocks HIV Vif function; HEK293T cells, Vif self-association by quenched fluorescence, imaging, 24 h; inhibition, % at 7.49 µM; actives 0.35% (n = 340,000); AID 602346; in the data active means inhibition above about 50%, passing the limit was not always enough; inconclusive means no clear call, values can overlap the other calls; inactive means below about 31%; further: some results filed as inactive read as strong as hits
Glyco luc inh = N-linked glycosylation inhibition; D54 ERlucT glycosylation luciferase reporter, 24 h; percent of 100 nM tunicamycin response; AID 588692; reporter increase, % at 12.5 µM; actives 0.23% (n = 360,000);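 active means mean luciferase reporter signal, scaled so untreated is 0 and the glycosylation-blocking control 100, at or above a set limit in every replicate; inconclusive means mean reaches the limit but not every replicate does; inactive means mean below the limit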;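 further: luciferase carries N-glycosylation sites so blocking glycosylation raises the light; 0% = median of neutral control wells and 100% = median of 100 nM tunicamycin wells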
CaV13 FRET inh = Primary screen for inhibitors of IQ motif and Ca2+-dependent inactivation inhibitor domain binding in CACNA1D, Förster resonance energy transfer in living cells, …; HEK cells, CFP/YFP FRET ICDI-IQ, plate reader, 10 min; percent FRET-ratio fall versus neutral wells; actives 0.098% (n = 340,000); inhibition, % at 12.3 µM; AID 743397;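 active means mean replicate inhibition of at least 30% and at least 1% of replicates passing that level; inconclusive means only one of the two criteria is met; inactive means neither criterion is met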;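 further: 0% = median of the neutral control wells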
aDG glyco act = alpha-DG glycosylation activation; Pro5-aDG cells, alpha-DG glycosylation AlphaScreen (IIH6); 0% Pro5, 100% B10-LARGE cell signal; activation, % at 10 µM; actives 0.22% (n = 360,000); AID 624168;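 active means activation of at least 8% versus controls, or a plate z-score of at least 8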;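 further: Pro5 are CHO cells carrying HIG-tagged alpha-DG that lacks glycosylation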
HTR2A ag = mouse HTR2A agonism via beta-arrestin recruitment; activation, % at 7.6 µM; AID 624169; CHO-K1 mHTR2A beta-arrestin complementation, luminescence; percent of 30 µM serotonin response; actives 0.66% (n = 360,000);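 active means activation above a run cutoff, the mean activation of all tested compounds plus 3 SD, cut at about 14% in these data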;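 further: 0% = plate median of compound wells and 100% = 30 µM serotonin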
ABCB6 inh 2 = human ABCB6 transporter inhibition | K562-ABCB6 porphyrin accumulation, flow cytometry, 1 h; stronger effect = lower value | fluorescence ratio to DMSO, % at 10 µM | Q9NP58 | actives 0.19% (n = 360,000);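 active means fluorescence ratio to DMSO below 75%, the collection mean minus 3 SD; inconclusive means too few cells collected in the well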;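 further: signal is porphyrin accumulated inside mitochondria; 100% equals median channel fluorescence of DMSO control wells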
Target sequence (Q9NP58 whole entry, looked up): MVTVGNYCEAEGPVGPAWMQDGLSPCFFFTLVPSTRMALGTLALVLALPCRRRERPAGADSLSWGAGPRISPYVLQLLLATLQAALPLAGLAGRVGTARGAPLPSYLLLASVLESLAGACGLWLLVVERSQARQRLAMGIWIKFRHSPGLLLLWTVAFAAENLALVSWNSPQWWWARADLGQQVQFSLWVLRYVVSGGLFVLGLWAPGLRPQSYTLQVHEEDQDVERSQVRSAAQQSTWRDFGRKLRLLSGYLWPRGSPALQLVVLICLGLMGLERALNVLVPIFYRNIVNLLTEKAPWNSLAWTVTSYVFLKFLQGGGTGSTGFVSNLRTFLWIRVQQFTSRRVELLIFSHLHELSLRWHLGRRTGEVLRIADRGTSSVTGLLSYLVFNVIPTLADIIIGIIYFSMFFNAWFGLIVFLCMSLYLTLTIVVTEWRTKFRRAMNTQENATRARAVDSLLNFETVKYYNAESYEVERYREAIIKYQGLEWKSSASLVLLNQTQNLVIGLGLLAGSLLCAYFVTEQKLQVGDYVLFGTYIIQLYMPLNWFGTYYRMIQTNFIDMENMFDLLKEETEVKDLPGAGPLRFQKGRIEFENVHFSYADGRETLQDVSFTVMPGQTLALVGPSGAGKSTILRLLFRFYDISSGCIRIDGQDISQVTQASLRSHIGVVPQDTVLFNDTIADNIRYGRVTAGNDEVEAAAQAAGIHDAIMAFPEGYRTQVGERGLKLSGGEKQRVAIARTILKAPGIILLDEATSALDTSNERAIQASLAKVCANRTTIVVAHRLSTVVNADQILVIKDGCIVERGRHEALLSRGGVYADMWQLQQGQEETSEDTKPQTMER
PDI inh = inhibitors of human protein disulfide isomerase. PDI insulin aggregation turbidity, A650, 90 min. inhibition, % at 10 µM. actives 0.052% (n = 350,000). P07237;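 active means mean inhibition across replicates of 30% or more, whatever share of single replicates reach that level; inconclusive means mean inhibition below 30% while every single replicate reaches 30%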;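 further: absorbance from insulin aggregation driven by PDI reduction with DTT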
Exocytosis inh = blocks lytic granule exocytosis; TALL-104 LAMP-1 surface exposure, flow cytometry; cells stimulated with thapsigargin and PMA; inhibition, % at 10 µM; actives 0.66% (n = 360,000); AID 651702;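 active means inhibition above about 55%, limit read from the data; inconclusive means no clear call, values can overlap the other calls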
The depositor's hits bear a star; ? = inconclusive; . = not tested or not shown.

SMILES	Glyco luc inh	hiPSC survival	PDI inh	Vif imaging	Cardio protect	HTR2A ag	Exocytosis inh	CaV13 FRET inh	ABCB6 inh 2	aDG glyco act
CCc1ccc(NC(=O)COc2ccc(F)cc2C(=O)c2cnn(-c3ccccc3)c2)cc1	-2.1	-1.6	5.7	-3.0	-5.8	-0.6	4.0	-2.7	96.0	0.2
Cc1ccccc1NC(=O)CSc1nnc(CNC(=O)c2ccco2)n1C	0.3	-0.6	2.2	.	2.3	-3.5	15.8	-9.3	102.0	0.0
CCN(CC)S(=O)(=O)c1cc(-c2nnc(-c3ccc(Br)cc3)o2)ccc1Br	-1.1	-2.4	-3.1	-7.2	-0.3	-3.1	1.0	-0.3	93.0	0.1
COC(=O)C1CCN(Cc2nnc(-c3ccccc3)o2)CC1	2.1	2.0	2.7	43.8	-3.9	-3.0	-4.1	-17.5	100.0	0.0
COc1ccc(CCNC(=O)Cn2c(=O)[nH]c3ccsc3c2=O)cc1OC	0.4	-0.5	3.2	-1.1	0.0	0.6	-2.4	-1.2	88.0	-0.1
CC(=O)Nc1ccc(-c2ccnc3c2CC(C(=O)Nc2cccc(Oc4ccccc4)c2)O3)cc1 (stereo unspecified)	-4.8	-2.1	7.2	1.8	2.7	-4.1	1.8	-9.2	96.0	0.0
Cc1ccc(C(=O)N2CCCCC2)cc1S(=O)(=O)N1CCCCCC1	0.9	-0.4	-17.8	7.7	0.9	-2.5	-18.2	-1.8	88.0	0.0
C=CCOC(=O)C(C#N)c1nc2ccccc2nc1N1CCCC1 (stereo unspecified)	3.3	5.7	-10.5	-6.4	3.8	-3.0	3.1	.	101.0	-0.5
O=C(O)Cn1ccc2cc(S(=O)(=O)N3CCCCCC3)ccc21	0.5	-0.6	9.2	3.9	-0.2	6.1	0.1	-2.6	97.0	-0.2
N#C/C(=C\c1ccc2c(c1)OCO2)C(N)=S	4.1	-0.5	-4.8	-6.8	2.0	2.3	2.5	-4.6	100.0	0.0
COc1cccc(CC(=O)Nc2ccc(S(=O)(=O)Nc3nccs3)cc2)c1	-0.3	-1.6	2.2	21.4	8.1	4.8	12.5	-6.2	90.0	0.0
COc1ccccc1Cc1c(C(C)(C)C)nc2c3ccccc3ccn12	-2.3	-1.9	.	.	-6.6	0.0	-1.5	-7.5	102.0	0.3
CCNC(=O)NC(C(=O)OC)C12CC3CC(CC(C3)C1)C2 (stereo unspecified)	0.3	-2.3	10.1	7.1	5.6	-3.6	4.0	.	96.0	0.2
CCOC(=O)Cn1c(S(=O)(=O)Cc2ccccc2)nc2ccccc21	0.3	-1.4	.	3.3	-8.5	3.5	-5.9	-3.8	100.0	0.1
COc1cc(C(=O)NCc2cn3cccc(C)c3n2)cc(OC)c1OC	5.1	-1.9	.	.	4.1	3.3	0.7	-2.8	99.0	-0.2
CN(C)CCNc1ncnc2c1sc1nc(N3CCOCC3)c3c(c12)CC(C)(C)SC3	-4.8	-4.4	-3.0	-8.7	-15.3	-5.9	18.7	-4.9	99.0	0.4
Cc1ccc(SCCSc2ncccn2)cc1	-9.8	0.7	-6.0	0.6	-5.9	7.1	-8.0	-19.0	96.0	0.0
S=c1[nH]nc(C2CCCCC2)n1/N=C/c1cccs1	1.8	-0.2	2.8	-2.4	1.9	6.6	1.3	-2.9	100.0	0.0
CCOC(=O)c1c(NC(=O)CSc2nnc(-c3c[nH]c4ccccc34)n2C)sc2c1CCCC2	7.5	-2.1	.	-6.6	-12.2	-2.5	11.6	-8.7	93.0	-0.4
CC(C)OCCCNC(=O)Cn1ncc2c(=O)oc3ccccc3c21	1.3	-0.7	-1.2	4.5	3.4	2.0	-0.8	-2.3	112.0	0.1
COC(=O)[C@@]1(Cc2ccc(F)cc2)[C@H]2c3cc(C(=O)N(C)C)n(C)c3C[C@H]2CN1C(=O)c1ccccc1	.	-0.9	.	.	.	2.3	9.3	-8.3	132.0	0.0
O=S(=O)(Nc1ccc(-c2ccc(NS(=O)(=O)c3ccccc3)cc2)cc1)c1ccccc1	-8.1	-2.7	-3.8	10.4	-4.3	-0.9	4.1	-6.0	99.0	-0.3
CCOc1ccccc1-n1c(SCC(N)=O)nnc1-c1cccnc1	1.6	1.1	7.1	-22.1	0.6	-1.7	-0.3	.	100.0	0.1
Cn1c(=O)c(C(=O)NCC2CCCO2)c(O)c2ccccc21 (stereo unspecified)	-1.0	0.8	1.9	2.7	-5.4	5.5	0.9	-14.2	102.0	-0.2
Cc1ccc2occ(/C=N/NC(=O)c3ccccc3Br)c(=O)c2c1	-1.6	0.2	-4.2	12.9	-5.8	-1.2	-2.4	.	107.0	0.2
CC(=O)c1ccc(-n2c(CCC(=O)O)ccc2-c2ccc(Cl)cc2)cc1	2.0	-0.4	-7.6	-4.0	-1.2	-1.5	5.8	-5.4	102.0	0.0
Cc1c(Cl)cccc1N=C(N)N=C(N)N	-0.5	0.7	5.4	-0.9	-14.2	-1.8	3.6	-18.9	100.0	0.5
COc1ccccc1-c1cc2nc(NCc3cccc(Cl)c3)ccn2n1	0.1	0.9	9.1	0.6	-13.9	-5.0	1.9	-10.5	100.0	0.0
CC/C(=N\NC(=O)CCC(=O)NCc1ccccc1)c1ccc(O)cc1	7.8	-1.2	-0.7	-12.2	14.6	1.1	10.6	6.9	103.0	-0.5
COc1cccc(/C=N/NC(=O)c2cccc([N+](=O)[O-])c2)c1OS(=O)(=O)c1ccc(C)cc1	1.5	1.1	-2.7	-16.9	15.5	-5.7	-0.5	-5.2	95.0	0.3
Clc1ccc(-c2nc3ncccn3c2Cl)cc1	0.8	1.4	-1.0	-0.2	-8.5	1.6	0.1	.	95.0	-0.1
Oc1ccc2ccccc2c1CN1CCN(C/C=C/c2ccccc2)CC1	-2.5	-0.5	-5.5	3.7	-8.4	-7.6	12.7	-4.4	94.0	0.3
O=C(NC(c1ccc(Cl)cc1)c1cnccn1)C1CCN(Cc2cccc(C(F)(F)F)c2)CC1 (stereo unspecified)	-4.4	-0.6	4.2	-7.1	-0.6	-0.3	1.0	-5.6	95.0	2.5
CCN(C[C@H]1N[C@@](C)(C(=O)OC)[C@H]2C(=O)N(Cc3ccccc3)C(=O)[C@@H]12)C(=O)Nc1ccc(Cl)cc1	0.7	-1.2	2.4	9.8	5.8	3.5	-1.9	-4.8	95.0	-0.1
C[C@H](CO)N1C[C@H](C)[C@@H](CN(C)S(=O)(=O)c2ccc(F)cc2)Oc2c(NS(=O)(=O)c3ccccc3)cccc2C1=O	0.4	-1.8	18.1	-2.6	2.4	2.0	1.7	-2.9	100.0	0.1
COc1ccc(NC(=O)C(=O)N/N=C/c2cccnc2)cc1	-1.0	0.1	1.3	11.0	11.1	-0.4	-5.4	-16.5	95.0	-0.1
O=C(O)c1ccccc1NCc1ccncc1	2.3	-1.8	-1.5	-1.7	4.9	-0.2	0.1	-5.6	102.0	0.0
COCCn1c(SCC(=O)Nc2cc(C)on2)nc2c([nH]c3ccccc32)c1=O	-1.2	-2.1	1.7	.	-6.0	-0.4	1.5	-5.4	95.0	0.1
Nc1nc2c(nc(SCc3ccccc3Br)n2C2OC(CO)C(O)C2O)c(=O)[nH]1 (stereo unspecified)	0.1	-0.9	-5.1	0.7	1.3	3.2	-1.9	-4.1	93.0	-0.5
CCCCNc1ccc2oc(-c3ccc(OC)cc3)c(-c3ccc(OC)c(F)c3)c2c1	0.7	-2.4	-0.8	-8.0	-10.1	10.1	5.7	-12.1	97.0	-0.3
Oc1cccc(/C=N/Nc2ccc(Cl)nn2)c1	5.9	-0.6	-0.3	-15.0	2.6	-5.9	-6.4	-5.2	87.0	0.2
CC(C)(C)CN1CCC(Oc2cccc(C(=O)N3CCC[C@H]3CO)c2)CC1	-2.1	1.9	4.2	0.6	2.5	-1.2	0.6	-6.8	95.0	-0.2
CCCCc1c(C)nc2nc(SCc3ccc(Cl)cc3)[nH]n2c1=O	-2.9	0.3	-1.1	-4.9	-3.9	2.0	6.9	-16.8	101.0	-0.1
CCC(=O)Nc1nc2ccccc2n1Cc1ccccc1Cl	8.8	0.3	1.1	-6.7	24.4	-2.9	8.7	-3.7	97.0	0.6
COc1ccc2[nH]c(CN3CCN(C(C)C)C(CCO)C3)c(C)c2c1 (stereo unspecified)	1.2	-0.2	-6.1	64.2*	4.9	-2.5	4.5	2.6	104.0	0.0
O=C(NCc1ccc(Cl)cc1)C1CCCO1 (stereo unspecified)	-0.6	-0.6	3.8	7.9	0.3	2.5	-1.2	-0.8	96.0	-0.1
C=CCSc1nc(N2CCOCC2)c2c(c1C#N)CC(C)(C)N(C)C2	0.4	-0.6	2.2	8.6	1.1	-4.4	0.6	-13.6	104.0	-0.2
Cc1cc(Nc2ccc(F)cc2)n2nc(C)nc2n1	0.1	7.0	.	7.0	-3.0	1.2	4.2	-2.2	101.0	0.1
Cc1nn(-c2ccc(F)cc2)c2sc(C(=O)N3CCCCCC3)cc12	-2.1	-1.6	0.7	-4.3	33.2	4.7	-1.7	-5.6	99.0	0.0
CCCC(=O)c1ccc(N2CCCC2)c(F)c1	-0.9	-2.0	2.4	5.3	-15.8	1.5	-2.8	-5.1	99.0	-0.1
CCOC(=O)c1ccn(-c2nc(-c3ccco3)cc(C(F)(F)F)n2)n1	-0.1	-0.8	-2.4	-2.3	30.8	-1.5	-2.7	-5.2	95.0	0.0
O=C(COc1ccc(-c2ccccc2)cc1)NNC(=O)Nc1ccccc1	-0.4	-0.5	7.5	10.4	-4.1	8.1	-1.0	-5.9	?	16.8*
CCN(CC)S(=O)(=O)c1cccc(NC(=O)c2ccccc2Br)c1	0.2	-1.3	0.8	4.0	-8.1	-1.9	-2.8	-2.7	94.0	0.1
COCCCNC(=O)Cn1c(=O)n(CC(=O)N2CCCCC2)c(=O)c2sccc21	1.9	1.0	11.7	0.1	1.1	-4.1	-2.3	-2.6	104.0	2.0
COc1ccccc1N1CCN(C(=O)C2CCN(S(=O)(=O)c3ccc(Cl)cc3)CC2)CC1	-2.2	0.1	2.2	-16.6	9.3	2.3	0.1	.	95.0	0.0
COc1ccc(N2CCN(C(c3cccc(OC)c3OC)c3nnnn3C3CCCC3)CC2)cc1 (stereo unspecified)	-3.7	-1.9	1.2	6.7	-16.1	5.1	-1.0	.	98.0	0.0
O=C(NCc1nnnn1-c1ccc(F)c(F)c1)c1cc2ccccc2o1	0.0	1.7	8.1	1.8	0.8	-7.9	-2.5	-14.9	98.0	-0.3
O=C(/C=C/c1ccccc1Cl)c1ccc(O)cc1	30.4*	-0.3	?	-6.6	-14.6	0.7	-9.3	-3.8	99.0	0.1
